# Efflux pump inh: blocks antifungal efflux pumps in multiplex yeast assay. inhibition, % at 10 µM. 330,000 tested, 0.44% active. S. cerevisiae Candida pump triplex, Nile Red efflux;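 active means plate passing quality check with inhibition over a set limit, or well fluorescence over plate mean plus 4 SD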;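 further: Nile Red retained in pooled yeast measured as flow cytometry median fluorescence; 0% = buffer negative control and 100% = Enniatin B positive control; higher means more Nile Red kept so more efflux inhibition; some compounds called inactive have numbers as strong as hits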
# Active calls of the source: *.
SMILES,Efflux pump inh
COC(=O)c1ccc(CNC(=O)Cn2cnc(C(=O)Nc3ccc(C)c(C)c3)n2)cc1,0.0
O=C(CNC(=O)c1ccc(Br)o1)Nc1ccccc1,-0.1
Cc1ccc(CNC(=O)Nc2ccc(F)cc2)n1C,0.2
COc1ccc(Br)cc1CNc1ccccc1,0.1
O=C(CSc1nc2ccc(Nc3nc(N4CCOCC4)nc(N4CCOCC4)n3)cc2s1)Nc1ccccc1Cl,0.1
Cc1ccc(S(=O)(=O)N(C)c2ccccc2C(=O)Nc2ccc(F)cc2F)cc1,0.0
Cc1c(CCC(=O)O)c(=O)oc2cc(OCc3ccc(Br)cc3)ccc12,-0.1
CCOc1ccc2nc(NC(=O)CN3CCN(CC)CC3)sc2c1,0.0
CC(=O)N1c2ccccc2Sc2ccccc21,-0.2
CCOC(=O)C1=CN(Cc2ccco2)S(=O)(=O)N(C)C1c1ccccc1 (configuration not stated),-0.3
CCCN(CCC)S(=O)(=O)c1ccc(C(=O)Nc2ccc(S(=O)(=O)Nc3nnc(CC)s3)cc2)cc1,0.0
CCCCn1ccnc1C,-0.1
O=C1Nc2ccc(S(=O)(=O)N(CCO)CCO)c3cccc1c23,0.0
Nc1ncnc2c1ncn2[C@@H]1O[C@H](CNS(=O)(=O)C2CC2)[C@@H](O)[C@H]1O,-0.3
COC(=O)c1sccc1NC(=O)Nc1ccccc1C,-0.1
Cc1ccc(C(=O)NC(CCc2ccccc2)C(=O)O)cc1 (configuration not stated),0.1
COc1ccc(C2CC(=O)C(C=NCC(C)C)=C(O)C2)cc1 (configuration not stated),0.0
COc1cccc(C(O)c2nccn2Cc2ccccc2)c1OC (configuration not stated),0.0
Cc1cc(S(=O)(=O)NCCCN2CCOCC2)c(C)cc1Cl,0.0
S=c1nc(NCCc2ccccc2Cl)c2ccccc2[nH]1,0.5

# Gathered by group: the compounds so far containing a Cl atom (three)
SMILES,Efflux pump inh
O=C(CSc1nc2ccc(Nc3nc(N4CCOCC4)nc(N4CCOCC4)n3)cc2s1)Nc1ccccc1Cl,0.1
Cc1cc(S(=O)(=O)NCCCN2CCOCC2)c(C)cc1Cl,0.0
S=c1nc(NCCc2ccccc2Cl)c2ccccc2[nH]1,0.5

# Further records follow:
SMILES,Efflux pump inh
COc1ccc2c(c1)c(C)cc[n+]2Cc1ccccc1,-0.1
Cc1ccccc1CSCC(=O)NNC(=S)NCC1CCCO1 (configuration not stated),0.0
CCCCCC1=C(C(=O)OC)C(C(=O)OCC)N(S(=O)(=O)C(F)(F)F)c2ccccc21 (configuration not stated),0.0
O=C(C[C@H]1C[C@H](C(=O)N2CCCCC2)[C@@]2(CCc3ccccc3)c3[nH]c4ccc(Cl)cc4c3CCN2C1=O)NCCc1ccccn1,0.0
O=[N+]([O-])c1ccc(-c2nc(NCc3cccnc3)c3ccccc3n2)cc1,0.0
CC1CCCCN1CC(O)COCc1ccccc1 (configuration not stated),-0.1
COC(CN(C)C(=O)c1ccc2c(c1)NC(=O)c1ccccc1S2)OC,-0.4
CCc1ccc(S(=O)(=O)Nc2ccc(Cl)cn2)cc1,0.1
O=C(NNC(=O)c1ccc(Cn2cccn2)o1)NC12CC3CC(CC(C3)C1)C2,0.1
O=C(c1ccc2oc(CCCc3ccccc3)nc2c1)N1CCCCC1CO (configuration not stated),0.5
COc1ccccc1NC(=O)C[n+]1ccccc1C,-0.1
Cc1ccc(NC2CCCN(C(=O)c3cn4cccc(C)c4n3)C2)cc1C (configuration not stated),0.1
S=c1[nH]cnc2sc(Nc3ccccc3)nc12,0.0
COc1ccc(CNC(=O)C[C@H]2C[C@H](C(=O)N3CCCCC3)[C@@]3(C)c4[nH]c5cc(-c6ccco6)ccc5c4CCN3C2=O)cc1OC,0.3
Nc1ncnc2c1ncn2[C@@H]1O[C@H](CNC(=O)[C@@H](N)COCc2ccccc2)[C@@H](O)[C@H]1O,-0.5
Cc1ccc(NC(=O)CCC(=O)NNS(=O)(=O)c2ccc(Cl)cc2)cc1C,0.1
Cc1ccc(Nc2nc(-c3ccc(F)cc3)cs2)nc1,0.2
COc1ccc(C(C#N)c2nc3ccccc3nc2Cl)cc1 (configuration not stated),0.2
CCOC(=O)C1=C(C)c2ccccc2OC1(C)C(=O)OCC (configuration not stated),0.3
COc1ccc(S(=O)(=O)N2CCCCCC2)cc1C(=O)N(C)CC(=O)Nc1cc(C)ccc1C,3.1

# In the list so far, these have bromine.
SMILES,Efflux pump inh
O=C(CNC(=O)c1ccc(Br)o1)Nc1ccccc1,-0.1
COc1ccc(Br)cc1CNc1ccccc1,0.1
Cc1c(CCC(=O)O)c(=O)oc2cc(OCc3ccc(Br)cc3)ccc12,-0.1

# Carrying on:
SMILES,Efflux pump inh
CC(=O)c1ccc(OCC(O)CN2CCN(S(=O)(=O)c3c(C)cc(C)cc3C)CC2)cc1 (configuration not stated),0.2
Cc1ccc(NC(=O)CCN2CCOCC2)cc1C,0.0
O=C(NCCCSc1ccccc1)c1cc(Br)ccc1O,-0.7
CSc1ncc(C(=O)Nc2cc(C)ccc2C)c(C)n1,0.0
O=C(Cc1c(F)cccc1Cl)N/N=C/c1cccnc1,-0.1
COc1ccccc1NC(=O)NCCc1ccccc1,0.1
Cc1ccc(C(=O)N2CCN(c3ncc(C(F)(F)F)cc3Cl)CC2)s1,-1.7
Cn1c(=O)c2c(nc3n2CC(COc2ccccc2)O3)n(C)c1=O (configuration not stated),0.4
Cc1ccc(C)c(N2CCN(C(=O)CCc3nc(-c4cccc(F)c4)no3)CC2)c1,0.1
COc1cccc(-c2noc(CCC(=O)N3CCN(c4cc(C)ccc4C)CC3)n2)c1,0.1

# Shown tab-delimited: 5 of the compounds above.
SMILES	Efflux pump inh
Cc1ccc(C(=O)N2CCN(c3ncc(C(F)(F)F)cc3Cl)CC2)s1	-1.7
Cc1ccc(NC(=O)CCN2CCOCC2)cc1C	0.0
CSc1ncc(C(=O)Nc2cc(C)ccc2C)c(C)n1	0.0
Cn1c(=O)c2c(nc3n2CC(COc2ccccc2)O3)n(C)c1=O (configuration not stated)	0.4
O=C(Cc1c(F)cccc1Cl)N/N=C/c1cccnc1	-0.1

# The list continues.
SMILES,Efflux pump inh
COc1ccc(CCC(=O)Nc2ccc(C(=O)c3ccncc3)cc2)cc1,-0.1
CN(C)C(=O)CCc1ccc2c3c([nH]c2c1)[C@]1(C)[C@@H](C(=O)N2CCOCC2)C[C@H](CC(=O)NCC24CC5CC(CC(C5)C2)C4)C(=O)N1CC3,0.0
COc1cccc(C(=O)N2CCN(C3CCCCC3)CC2)c1,0.0
Cc1ccccc1-c1ccccc1CN1[C@@H](C(C)C)COCCS1(=O)=O,0.0
C[C@]12c3[nH]c4ccc(Cl)cc4c3CCN1C(=O)[C@@H](CC(=O)NCCC1=CCCCC1)C[C@@H]2C(=O)N1CCOCC1,-0.2
Cc1nc2c(-c3ccccc3)cnn2c(N)c1-c1ccccc1,0.0
CC[C@]12c3[nH]c4cc(CCC(=O)N(C)C)ccc4c3CCN1C(=O)[C@@H](CC(=O)NCCc1ccccn1)C[C@@H]2C(=O)N1CCN(C(=O)c2ccco2)CC1,-0.2
COc1cccc(/C=N/NC(=S)NCCc2ccccc2)c1OC,0.0
CCOCCC(=O)Nc1nnc(CCc2ccccc2)s1,0.0
COc1ccc(C(=O)NC2CC2)cc1OC1CCN(Cc2ccccc2)CC1,0.0
O=C(NCCc1ccccc1)c1coc(=O)c(Br)c1,0.0
COc1ccc(C2NC(=O)NC(C)=C2C(=O)OC2CCC(C)CC2)cc1 (configuration not stated),0.0
Cc1ccc(Br)cc1S(=O)(=O)Nc1cccnc1,0.0
CN1CCN(NC(=O)Nc2cc(Cl)cc(Cl)c2)CC1,0.0
Cc1ccc(-n2c(SCC(=O)N3CCOCC3)nc(O)cc2=O)cc1,0.0
Cc1ccc(C)c(NC(=O)CCC(=O)NN=C2CCCC2)c1,0.1
COc1cc(C(CCN2CCOCC2)c2c(OC)cc(OC)c3c(-c4ccccc4)cc(=O)oc23)cc(OC)c1OC (configuration not stated),0.0
CC[C@]1(C(=O)OC)[C@H]2C(=O)N(C)C(=O)[C@H]2[C@H]2CN(C)C(=NCc3ccccc3)N21,-0.3
COc1cccc(CC(=O)N2CCC(n3nccc3NC(=O)C3CC3)CC2)c1,0.0
CCN1CCN(C(=O)CCc2nnc(CCc3ccc(OC)cc3)o2)[C@@H](C)C1=O,0.1
CCOc1ccc(NC(=O)CCC(=O)N/N=C2\CCCc3ccccc32)cc1,-0.1
COC(=O)[C@H](C)N(Cc1ccc(Cl)c(Cl)c1)S(=O)(=O)CCNC1CCCC1,-0.2
N#C/C(=C\c1cccnc1)C(=O)Nc1ccc(S(N)(=O)=O)cc1,-0.2
CC(C)CC(C(=O)NC(C)(C)C)N(Cc1ccccc1Cl)C(=O)c1snc(C(N)=O)c1N (configuration not stated),0.2
O=c1[nH]c(/C=C/c2ccccc2Cl)c([N+](=O)[O-])c(=O)[nH]1,-0.1
COC(=O)c1sccc1NC(=O)Nc1ccc(OC)cc1,0.2
O=C(Cn1cnc2c(NCc3ccccc3)ncnc21)NCc1nc2ccccc2[nH]1,0.0
Cc1cc(Br)cc(Br)c1OCC(=O)NNC(=O)CCC(=O)NCc1ccccc1,-0.1
COC(=O)[C@H](Cc1ccccc1)NC(=O)Cn1cnc(C(=O)Nc2ccc(C)c(C)c2)n1,-0.1
COc1ccc(-c2cn[nH]c2-c2ccc(OCC(=O)NN)cc2O)cc1,-0.1
CC1CCN(C(=O)COC(=O)CCCN2C(=O)c3cccc4cccc(c34)C2=O)CC1,-0.5
O=C1c2ccccc2[C@@H]2C[C@@H](O)[C@H](Nc3ccccc3)CCN12,0.1
O=C(c1ccc2nc[nH]c2c1)N1CCN(c2cccc(C(F)(F)F)c2)CC1,1.1
COc1ccc(C2CC(c3ccncc3)=NN2c2ccc(S(N)(=O)=O)cc2)cc1 (configuration not stated),-0.2
O=C(CCN1C(=O)c2ccccc2S1(=O)=O)Nc1ccc(Cl)cc1,0.0
O=C(Nc1c[nH]c(=O)[nH]c1=O)c1cccc([N+](=O)[O-])c1,0.1
COc1ccc(OC)c(C2C(C(=O)c3cccs3)=C(O)C(=O)N2CCN2CCOCC2)c1 (configuration not stated),0.7
Cn1c(=O)c2c(ncn2CC(=O)NC[C@H]2O[C@@H](n3cnc4c(N)ncnc43)[C@H](O)[C@@H]2O)n(C)c1=O,-0.6
O=C(O)c1ccc(Nc2ccc(Cl)c(Cl)c2)c([N+](=O)[O-])c1,-0.1
CN(C)C(=O)CCc1ccc2c3c([nH]c2c1)[C@]1(C)[C@@H](C(=O)N2CCCCC2)C[C@H](CC(=O)NC(C)(C)C)C(=O)N1CC3,0.2
O=C(CNC(=O)c1ccc(Br)cc1)OCC(=O)c1ccccc1,0.0
COc1ccc(C(=O)NC(C)CCc2ccccc2)c(O)c1 (configuration not stated),0.4
C=C(C)COc1ccc(-c2nc(N)ncc2-c2ccc(OC)c(OC)c2)c(O)c1,0.2
CC(C)c1nc2sc3c(c2c(=O)[nH]1)CC(C)(C)OC3,0.2
CCC1CN(C(=O)NCc2ccccc2)c2ccccc2O1 (configuration not stated),-0.3
CC(C)(C)NC(=O)C(c1ccc(-c2ccccc2)cc1)N(C[C@H]1CC[C@@H]([C@@H]2CC[C@H](CO)O2)O1)C(=O)c1ccc2ccccc2c1 (some centres not stated),0.3
O=C(CCc1ccccc1)NCc1ccncc1,0.1
COC(=O)c1sccc1NC(=O)Nc1ccc(C)c(C)c1,-0.2
CCCCC(=O)Nc1c(-c2cccc(OC)c2)c(=O)c2ccccc2n1C,0.1
CN(Cc1c(C(=O)N2CCCCCCC2)nc2ccc(Cl)cn12)C1CCOC1 (configuration not stated),0.0
# Next part.
SMILES,Efflux pump inh
COc1cccc(CNC(=O)c2cccnc2Sc2ccccc2)c1,-0.1
Cc1ccc(-c2noc(CCC(=O)N3CCN(c4cc(C)ccc4C)CC3)n2)cc1,-0.4
CCOC(=O)C1(C)Oc2ccccc2C(C(=O)OC)=C1C(=O)OC (configuration not stated),-0.2
Fc1ccc2nc(C(F)(F)F)cc(N3CCOCC3)c2c1,0.0
CCOc1ccc(NC(=O)/C(C#N)=C/c2cn(CC(=O)O)c3ccccc23)cc1,-0.1
C=C1c2cccc(C(F)(F)F)c2O[C@H](C(=O)OCC)[C@H]1OC,-0.1
Cc1ccc(-n2nc(C)c3c(C)c(CCC(=O)NCCCOC(C)C)c(C)nc32)cc1,0.0
O=C(N/N=C/c1cn(Cc2ccccc2)c2ccccc12)c1cc(O)cc(O)c1,-0.1
Cc1cccc(C2=NN(c3ccccc3)[C@@H](C(=O)N3CCOC3=O)[C@@H]2c2ccccc2)c1,-0.1
CCc1ccc(S(=O)(=O)N/N=C\c2ccc([N+](=O)[O-])o2)cc1,0.1
COc1ccc(C2CC(c3ccccc3Br)=NN2c2ccc(S(N)(=O)=O)cc2)cc1 (configuration not stated),-0.3
CC1CCCN(S(=O)(=O)c2cccc3nonc23)C1 (configuration not stated),0.1
CC(=O)c1cc(C)ccc1OC(=O)CN1C(=O)c2ccccc2C1=O,0.2
CCCN1CC(=O)N2C(c3ccccc3)c3[nH]c4ccccc4c3C[C@H]2C1=O (some centres not stated),0.0
CC(C)(C)NC(=O)C[C@H]1C[C@H](C(=O)N2CCOCC2)[C@@]2(CCC3CCCC3)c3[nH]c4cc(-c5ccco5)ccc4c3CCN2C1=O,0.5
CCOc1ccccc1/C=N/Nc1ccnc(=O)[nH]1,0.4
COc1ccc(-c2sc3cc(OC)ccc3c2-c2ccc(OCCN3CCOCC3)cc2)cc1,0.2
CCOc1ccccc1N1C(=O)CC(Sc2nccc(C)n2)C1=O (configuration not stated),0.1
Cc1cc(C)cc(CC(CC(=O)Nc2ccc(Cl)cc2)C(=O)O)c1 (configuration not stated),0.1
O=C(O)CNS(=O)(=O)c1ccc2c3c(cccc13)C(=O)N2,0.7*
CCc1nc(SCc2ccccc2C)n[nH]1,0.2
Cc1ccc(-c2ccc(=O)n(Cc3ccc(F)cc3Cl)n2)cc1,-0.3

# Source: PubChem BioAssay (NMMLSC)

# The list is partial; the hit share may differ from the screen's.
